S100A4 inh HTS: blocks human S100A4 binding to myosin IIA peptide; P26447; S100A4/TAMRA-MyoIIA peptide fluorescence polarization; inhibition, % at 10.7 µM; hit rate 0.14% among 360,000;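 active means mean inhibition of at least 70% across replicates, with every replicate also reaching that level; inconclusive means mean inhibition reaches 70% but some replicates fall short; inactive means mean inhibition below 70%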
Target sequence (P26447 whole entry, looked up): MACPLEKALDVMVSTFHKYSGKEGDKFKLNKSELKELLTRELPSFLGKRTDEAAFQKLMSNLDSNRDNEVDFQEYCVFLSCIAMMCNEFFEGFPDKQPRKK
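Assay system: human S100A4 monomer with TAMRA-labelled myosin IIA peptide / Buffer or medium: Calcium-containing HEPES buffer, pH 7.2 / Reagent: TAMRA-labelled myosin IIA heavy-chain peptide probe, 5 nM / Compound: one dose per compound / Timing: polarization read 5 min after assay mix addition, stable 5–60 min / Benchmarks: neutral control DMSO, positive control TFP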
SIRT5 inh: blocks human SIRT5 desuccinylation of peptide; Purified SirT5, succinyl-peptide AMC, trypsin-coupled fluorescence; inhibition, % at 15 µM; hit rate 1.1% among 330,000; AID 652115; in the data active means inhibition above about 15%; inconclusive means no clear call, values can overlap the other calls
Target sequence (Q9NXA8 whole entry, looked up): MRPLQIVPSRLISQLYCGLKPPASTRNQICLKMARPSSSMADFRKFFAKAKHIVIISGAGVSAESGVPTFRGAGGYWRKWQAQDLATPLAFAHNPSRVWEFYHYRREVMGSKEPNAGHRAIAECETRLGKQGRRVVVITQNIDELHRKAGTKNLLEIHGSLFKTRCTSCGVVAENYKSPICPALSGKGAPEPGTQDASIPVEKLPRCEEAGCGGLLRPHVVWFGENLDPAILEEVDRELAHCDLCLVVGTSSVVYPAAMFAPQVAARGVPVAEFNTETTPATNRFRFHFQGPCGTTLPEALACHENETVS
esBAF inh: inhibitors of esBAF chromatin remodeling in mouse ES cells | reporter increase, % at 12.5 µM | hit rate 2% among 350,000 | Bmi1-luciferase knock-in reporter, 24 h; 100% = twice the neutral-well signal; in the data active means activation above about 40%; inconclusive means no clear call, values can overlap the other calls;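 further: 0% = median of the plate's neutral control wells and 100% = double that signal; a rise in the Bmi1 reporter signal indicates esBAF inhibition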
C2C12 statin: suppressors of simvastatin-induced myotoxicity in C2C12 myotubes; ATP luminescence, 48 h; scaled: DMSO 0, geranylgeraniol control 100; rescue of ATP level, % at 7.49 µM; hit rate 0.78% among 330,000;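 active means mean ATP rescue above about 67%, or every replicate alone reaching that limit, limit read from the data, passing the limit was not always enough; inconclusive means no clear call, values can overlap the other calls; inactive means mean under the limit and some replicate under it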;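 further: myotubes were challenged with 10 µM simvastatin during compound exposure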
Casp6 inh: caspase-6 (human) enzyme inhibition. hit rate 0.53% among 350,000. purified caspase-6, Z-VEID-R110 cleavage fluorescence. P55212. inhibition, % at 12.5 µM;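 active means mean inhibition across replicates at least about 35%, with every replicate also reaching that limit, limit read from the data; inconclusive means only one of the two criteria met; inactive means neither criterion met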;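 further: 0% = median of neutral control wells and 100% = no fluorescence left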
Target sequence (P55212 24-179 limits assumed): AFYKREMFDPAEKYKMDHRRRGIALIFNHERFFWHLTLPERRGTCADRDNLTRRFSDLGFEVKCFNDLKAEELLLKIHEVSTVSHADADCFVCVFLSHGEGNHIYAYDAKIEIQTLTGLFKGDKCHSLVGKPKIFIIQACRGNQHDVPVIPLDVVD
Target sequence (P55212 194-293 limits assumed): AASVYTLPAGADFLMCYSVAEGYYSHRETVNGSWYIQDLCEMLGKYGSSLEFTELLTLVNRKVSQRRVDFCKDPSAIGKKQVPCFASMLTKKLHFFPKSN
FN deposition inh: fibronectin deposition inhibition | AID 743247 | AH1F fibroblasts, Alexa488-fibronectin deposition fluorescence, overnight | hit rate 0.086% among 350,000 | inhibition, % at 12.6 µM;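 active means mean inhibition across replicates of 30% or more, regardless of how many single replicates reach that level; inconclusive means mean under 30% yet at least half of replicates reach 30%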;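 further: positive control wells lacked labelled fibronectin entirely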
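Material: AH1F fibroblast monolayer depositing Alexa488-labelled fibronectin into matrix / Amount: 10000 AH1F cells per well / Signal: fluorescence 485/525 nm / Medium: DMEM, 2% serum / Compound: single dose, pinned / Incubation: 1 h cell adhesion before compound, then overnight fibronectin incubation / Reagent: Alexa488-FN, 24 nM final / Read-out: inhibition of fibronectin deposition signal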
LGR2 inh: blocks bursicon-induced cAMP signaling via Drosophila LGR2 | hit rate 0.35% among 380,000 | HEK293 LGR2, CRE-luciferase, bursicon-stimulated, 4 h | AID 720647 | inhibition, % at 9.99 µM;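 active means drop in luminescence signal, shown as inhibition above about 50% in the replicate tests, limit read from the data, passing the limit was not always enough; inconclusive means probably only some replicates passing the limit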;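 further: agonist challenge used bursicon conditioned medium at about half maximal strength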
Active calls of the source: *; ? = inconclusive; . = no result given. Not all compounds are listed, so the mix of outcomes need not match the whole.

Value order: S100A4 inh HTS | SIRT5 inh | esBAF inh | C2C12 statin | Casp6 inh | FN deposition inh | LGR2 inh
O=C(C1CCOCC1)N1CC(=O)N2[C@@H](CO)[C@@H](c3ccc(C#CC4CCCCC4)cc3)[C@@H]2C1
  31.2 | -3.3 | . | . | 3.5 | -13.8 | 6.2
CC1CCN(S(=O)(=O)CCNC(=O)c2ccc3c(c2)OCO3)CC1
  1.2 | -3.7 | 1.6 | 4.4 | -0.7 | -0.6 | -2.2
O=C(CNC(=O)c1ccc([N+](=O)[O-])cc1)c1ccccc1
  7.0 | -0.2 | . | . | 0.5 | . | -41.7
Cc1ccccc1SCCNC(=O)c1ccccc1Br
  0.3 | -1.7 | . | . | 2.1 | . | -53.4
Cc1ccc(C(=O)N2CCn3c(C)ccc3C2C)cc1 (stereo not given)
  -19.1 | -2.2 | . | . | 0.7 | . | -8.2
N=c1c2ccccc2nnn1-c1ccc(C(F)(F)F)cc1
  7.8 | -0.8 | ? | -18.2 | 2.2 | 1.9 | -39.1
CNC[C@@H]1Oc2c(NC(=O)C3CC3)cccc2C(=O)N([C@H](C)CO)C[C@@H]1C
  2.2 | -1.6 | -1.6 | -51.3 | -2.0 | . | -2.7
Cc1cccc(S(=O)(=O)N[C@H]2CC[C@@H](CCNS(=O)(=O)c3ccccc3F)O[C@@H]2CO)c1
  0.8 | -1.7 | 4.7 | 5.6 | -2.0 | 0.3 | -8.0
CC(=O)Nc1cccc2ncccc12
  0.2 | . | . | . | 4.4 | -8.6 | .
Fc1ccc(N2CCN(C(c3cccs3)c3nnnn3CCc3ccccc3)CC2)cc1 (stereo not given)
  . | . | -9.4 | 12.8 | . | -4.4 | .
COC(=O)C1=C(C)N(Cc2ccc(Cl)cc2)C(=S)NC1c1cccc(OC)c1 (stereo not given)
  0.9 | 2.8 | . | . | -7.3 | 0.3 | 15.6
CCc1cccc(NC(=O)c2cc(S(=O)(=O)N(C)C)ccc2N2CCCC2)c1
  -7.6 | -2.5 | -3.4 | 0.2 | 3.8 | -2.1 | -7.6
C[C@@H]1CN([C@H](C)CO)C(=O)c2cc(C#CC3CC3)cnc2O[C@H]1CN(C)Cc1ccccn1
  -0.8 | -0.8 | 2.2 | 4.7 | 1.2 | -3.7 | 18.4
COc1cccc(NC(=O)C2CC(=O)N(Cc3ccc(C)cc3)C2)c1 (stereo not given)
  -8.9 | 0.1 | . | . | -1.2 | . | -11.8
COc1c(C(=O)NC(=S)Nc2nnn(C)n2)cc2ccccc2c1Br
  21.3 | -1.7 | . | . | 2.6 | 2.7 | -8.6
CCN(CC(=O)Nc1c(F)cccc1F)C(=O)C1CCN(S(=O)(=O)c2ccccc2C(=O)OC)CC1
  11.6 | -0.1 | -5.9 | -9.0 | -170.3 | 4.4 | -14.9
CCCCN1C[C@H](CSC)[C@@H](CC(=O)NC)C1=O
  -0.9 | -3.6 | -4.9 | -2.1 | -1.4 | 3.4 | -10.9
CN1CC(=O)N(CC(=O)Nc2ccc(N3CCOCC3)cc2)C1=O
  -3.1 | -0.7 | 0.7 | 0.7 | -5.7 | -4.1 | -15.2
COc1cccc(C(=O)N[C@H](C(=O)N2CCC[C@H]2C(=O)NC2CCCC2)C2CCCCC2)c1
  -14.8 | 1.9 | . | . | 0.7 | 4.2 | -16.9
COc1ccccc1C(=O)NCCC(=O)N(C)CC(=O)Nc1ccc(N2CCOCC2)cc1
  1.5 | 0.0 | -4.6 | -4.0 | 0.6 | -2.0 | -10.6

Profiles, looked up by structure. Order of values: S100A4 inh HTS	SIRT5 inh	esBAF inh	C2C12 statin	Casp6 inh	FN deposition inh	LGR2 inh
Record of COC(=O)C1=C(C)N(Cc2ccc(Cl)cc2)C(=S)NC1c1cccc(OC)c1 (stereo not given) : 0.9	2.8	.	.	-7.3	0.3	15.6
Record of CCc1cccc(NC(=O)c2cc(S(=O)(=O)N(C)C)ccc2N2CCCC2)c1 : -7.6	-2.5	-3.4	0.2	3.8	-2.1	-7.6
Record of CCCCN1C[C@H](CSC)[C@@H](CC(=O)NC)C1=O : -0.9	-3.6	-4.9	-2.1	-1.4	3.4	-10.9
Record of CN1CC(=O)N(CC(=O)Nc2ccc(N3CCOCC3)cc2)C1=O : -3.1	-0.7	0.7	0.7	-5.7	-4.1	-15.2
Record of C[C@@H]1CN([C@H](C)CO)C(=O)c2cc(C#CC3CC3)cnc2O[C@H]1CN(C)Cc1ccccn1 : -0.8	-0.8	2.2	4.7	1.2	-3.7	18.4

Going on with the list:
Value order: S100A4 inh HTS | SIRT5 inh | esBAF inh | C2C12 statin | Casp6 inh | FN deposition inh | LGR2 inh
O=C1CCC(C(=O)N2CCSCC2)CN1CCc1cccc(F)c1 (stereo not given)
  3.8 | 1.9 | 11.5 | -5.9 | -1.7 | 3.5 | 5.8
COCCN(C[C@@H]1[C@@H](c2ccccc2)[C@H](CO)N1C(=O)C1CCC1)C(C)=O
  -1.6 | 1.3 | -1.2 | 4.9 | . | . | 2.4
N#Cc1ccccc1Cn1c(=O)oc2ccccc21
  -2.8 | . | 2.4 | -3.3 | -2.5 | -1.8 | 2.8
CS(=O)(=O)N(Cc1ccccc1)c1ccccc1C(=O)Nc1ccccc1C(=O)NCc1ccco1
  0.9 | -0.3 | -12.3 | 21.9 | 3.7 | . | -0.4
Cc1noc(C)c1S(=O)(=O)Nc1ccc2c(c1)C(=O)N([C@@H](C)CO)C[C@@H](C)[C@H](CN(C)S(=O)(=O)c1cn(C)cn1)O2
  0.9 | 3.7 | 1.5 | -10.1 | 0.5 | -10.3 | 1.2
O=C(OCC(=O)N1CCOCC1)c1ccccc1O
  -7.3 | -2.6 | 28.3 | -1.2 | 0.3 | -1.3 | -4.7
Cc1ccc(S(=O)(=O)N2CCOCC2)cc1C(=O)Nc1nc(-c2cccnc2)cs1
  -3.4 | 1.3 | 17.1 | -51.9 | 4.4 | . | 1.6
Cc1ccc(N(Cc2ccccc2)C(=O)c2cccc(S(=O)(=O)N3CCN(C)CC3)c2)cc1
  2.0 | 8.1 | 12.1 | -0.2 | -87.0 | 1.6 | -14.4
Cn1cnc(S(=O)(=O)N2[C@@H]3CNC[C@H]2C3c2ccc(-c3ccc(F)cc3)cc2)c1 (stereo not given in full)
  -13.3 | -1.8 | . | . | -10.5 | -6.9 | 0.0
O=C(Cn1ncc2c(=O)oc3ccccc3c21)NCC1COc2ccccc2O1 (stereo not given)
  -20.0 | . | 0.8 | 1.4 | -0.5 | -1.1 | 5.3
O=C(c1ccc2c3c(cccc13)CC2)C1CCCN(Cc2ccc(OCCO)cc2)C1 (stereo not given)
  -11.4 | -12.9 | . | . | -3.9 | -0.6 | 22.3
CCN(CC)S(=O)(=O)c1cccc(NC(=O)c2ccc(Br)cc2)c1
  0.3 | -9.8 | . | . | 4.1 | . | -5.5
C[C@@H]1CN([C@@H](C)CO)C(=O)c2cc(NS(=O)(=O)c3ccc(F)cc3)ccc2O[C@@H]1CN(C)Cc1ccc(C(=O)O)cc1
  -13.6 | 1.3 | -3.5 | . | 0.1 | -5.5 | 9.5
O=C(NCC1CCCO1)c1cccc(S(=O)(=O)N2CCCCC2)c1 (stereo not given)
  -1.6 | -5.0 | -0.3 | 27.2 | 0.3 | . | 5.4
Cn1ccnc1C(=O)C1CCCN(Cc2cn[nH]c2-c2ccc(-c3ccccc3)cc2)C1 (stereo not given)
  5.5 | -4.2 | 16.5 | 0.6 | 3.4 | -7.2 | -39.5
Cc1nc(Nc2ccc3c(c2)OCCO3)c2nnn(Cc3ccccc3Cl)c2n1
  . | . | -23.1 | -3.5 | . | -4.7 | .
Cc1[nH]c(C)c(S(=O)(=O)N2CCCCC2C)c1C(=O)N1CCCC1 (stereo not given)
  -1.3 | 0.1 | -1.9 | 5.0 | 5.5 | -0.7 | 17.7
CC1(C(=O)Nc2cccc(C(F)(F)F)c2)Cc2c(-c3cccc(C(F)(F)F)c3)ccnc2O1 (stereo not given)
  3.5 | 21.1* | -1.5 | -3.5 | -0.7 | 11.4 | 12.8
O=C(CCOc1ccccc1)Nc1ccc(Cl)c(S(=O)(=O)N2CCOCC2)c1
  -4.6 | 2.3 | 1.1 | 0.9 | 5.2 | -4.3 | -9.6
O=C(CCNC(=O)c1ccccc1)NNC(=O)c1ccccc1Br
  1.9 | -2.7 | -0.7 | 6.4 | 1.4 | -4.9 | 22.2
O=C(CNCC1CCCO1)NCc1ccco1 (stereo not given)
  3.1 | 2.0 | . | . | -1.6 | 3.0 | -5.5
COc1ccccc1NC(=O)N[C@@H]1C=C[C@@H](CC(=O)N[C@@H](C)c2ccccc2)O[C@@H]1CO
  -1.7 | -0.6 | 2.6 | 3.5 | 2.7 | 3.4 | 11.5
Cc1cccc(C(=O)N2CCCC(Nc3ccc(C(C)C)cc3)C2)n1 (stereo not given)
  -3.5 | -2.4 | 13.4 | 13.3 | 6.9 | -4.4 | -8.3
Cc1noc(C)c1NC(=O)N(C)C[C@H]1Oc2ccc(NC(=O)Nc3cccc4ccccc34)cc2C(=O)N([C@@H](C)CO)C[C@H]1C
  -6.8 | -1.4 | 2.5 | -11.5 | -2.5 | . | -12.8
COc1ccccc1N(CC(=O)NCCSCc1ccco1)S(=O)(=O)c1ccccc1
  -7.8 | -1.8 | 1.9 | -17.0 | 0.7 | -3.7 | 6.6
Cc1ccc(C(=O)OCC(=O)Nc2ccc3c(c2)OCO3)c(O)c1
  3.4 | -3.5 | 23.3 | 10.3 | -0.2 | -4.2 | 13.8
COc1ccc(CNC(=O)C2CCN(c3nccs3)CC2)cc1
  -2.3 | 0.6 | -4.8 | . | 0.9 | . | -4.2
Cc1ccc(CNC(=O)c2cc3cc(Br)ccc3oc2=N)cc1
  2.0 | -2.7 | -0.2 | 2.4 | 0.1 | -5.6 | -9.1
CC1CCCN(CCCNC(=O)c2nn(C)c3c2CS(=O)(=O)c2ccccc2-3)C1 (stereo not given)
  -0.2 | 0.0 | -5.4 | -3.3 | -11.8 | -7.1 | 2.8
CN1CCN(/N=C/c2cccc(Cl)c2Cl)CC1
  -9.3 | -1.2 | . | . | -4.8 | -4.6 | .
CC(C)CSc1n[nH]c(=S)s1
  -1.9 | 0.6 | . | . | 1.0 | 2.4 | .
O=C(NCC[C@H]1CC[C@H](NC(=O)C2CCC2)[C@H](CO)O1)Nc1ccc(Cl)cc1
  3.7 | -0.2 | 4.7 | -4.4 | 0.4 | . | -17.5
Cc1ccc(OCCn2ncc3ccccc3c2=O)c(C)c1
  17.9 | -2.3 | 8.2 | 8.7 | 0.8 | 1.6 | -6.2
CC(C)Oc1ccc(S(=O)(=O)N2CCOCC2)cc1NC(=O)CC1OC(=O)c2ccccc21 (stereo not given)
  -7.6 | -4.9 | -4.5 | 2.2 | -0.1 | 3.3 | -18.2
CCN(CC)C(=O)Oc1ccc2c(=O)c(-c3ccc(OC)cc3)c(C)oc2c1
  . | . | 14.8 | -70.0 | . | -7.1 | 1.4
COc1ccc(N(CC(=O)NCc2cccs2)S(=O)(=O)c2c(C)n[nH]c2C)cc1
  . | . | -7.0 | -3.3 | . | -0.5 | .
CCCS(=O)(=O)Nc1c(C(=O)O)[nH]c2ccc(OC)cc12
  2.3 | -17.4 | -3.8 | -35.4 | 2.8 | -0.1 | 8.9
Cc1ccccc1C(=O)NNC(=S)NC(=O)c1cccnc1
  3.9 | 2.9 | 5.8 | 3.7 | 1.8 | -12.6 | 10.5
O=C(c1ccco1)N1CCN(c2ccc(Cl)cc2)CC1
  . | . | 48.2* | 5.4 | . | -10.7 | .

Assay outcomes deposited in PubChem by Broad Institute.
